ST2 IL33 inh: inhibitors of human ST2 (IL1RL1) binding to IL-33; Q01638; AlphaLISA ST2-Fc/biotin-IL-33 interaction, 1 h; inhibition, % for hits at 17 µM; hit rate 2.3% among 78,000; AID 1259354; in the data active means inhibition above about 30%; inconclusive means mostly about 10% to 28%
Target sequence (Q01638 whole entry, looked up): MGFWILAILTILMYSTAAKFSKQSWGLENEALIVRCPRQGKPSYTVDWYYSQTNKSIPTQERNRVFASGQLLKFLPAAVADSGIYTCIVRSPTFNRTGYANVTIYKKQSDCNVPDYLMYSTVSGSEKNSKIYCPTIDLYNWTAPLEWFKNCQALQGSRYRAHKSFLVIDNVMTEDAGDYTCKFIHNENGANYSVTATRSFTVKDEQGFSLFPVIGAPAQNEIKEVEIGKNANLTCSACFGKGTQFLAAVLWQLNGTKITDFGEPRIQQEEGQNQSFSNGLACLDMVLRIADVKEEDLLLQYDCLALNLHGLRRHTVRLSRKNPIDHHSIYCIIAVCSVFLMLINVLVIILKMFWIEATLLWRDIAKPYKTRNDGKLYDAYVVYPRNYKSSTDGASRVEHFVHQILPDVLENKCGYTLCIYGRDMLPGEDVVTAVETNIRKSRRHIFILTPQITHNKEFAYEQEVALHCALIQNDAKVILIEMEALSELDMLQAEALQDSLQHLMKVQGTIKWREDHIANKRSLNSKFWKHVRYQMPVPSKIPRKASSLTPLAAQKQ
An asterisk follows results filed as active; i = inactive; ? = inconclusive.

SMILES	ST2 IL33 inh
CCOC(=O)c1cc(CC)sc1NC(=O)c1ccccc1NS(=O)(=O)c1ccc(C)cc1	i
Cc1ccc(N=C2NC(=O)CC(C(=O)Nc3ccc(F)cc3F)S2)cc1 (centres undefined)	i
Cn1nc(CC(=O)Nc2cccc(Cl)c2)c2ccccc2c1=O	i
OCc1cc2ccccc2nc1/C=C/c1ccccc1	?
Cc1ccc2oc(-c3cccc(NC(=O)c4ccccc4)c3)nc2c1	i
COc1ncccc1C(=O)Nc1cnc2n1CCCC2	i
O=C(Nc1nc2c(ccc3ccccc32)s1)c1cc(=O)c2ccccc2o1	i
CC(c1ccc2c(c1)OCCO2)N(C)Cc1nc(-c2cnccn2)no1 (centres undefined)	i
CC(C)C1CCC(CO)=CC1/C=C(\CO)C(=O)OCC1(O)CCC(C(C)C)C2C=C(C(=O)O)COC(=O)C21 (centres undefined)	i
CC(NS(=O)(=O)c1ccccc1)C12CCC3CCC(CC(C3)C1)C2 (centres undefined)	i
O=c1[nH]c(-c2ccc3c(c2)OCO3)cn1-c1ccccc1	i
COc1ccc(CC2C(=O)NC(C)C(=O)N(C)C3Cc4ccc(cc4)Oc4cc(ccc4OC4OC(CO)C(O)C(O)C4O)CC(C(=O)NC(C)C(=O)NC(C)C(=O)N2C)N(C)C3=O)cc1 (centres undefined)	i
COc1ccccc1N1CCN(C(=O)c2cc(Br)ccc2Cl)CC1	i
COc1ccc(C2C(C(=O)OCCOC(C)C)=C(C)NC3=C2C(=O)CC(C)(C)C3)c(OC)c1 (centres undefined)	i
CC1=C[C@@H](CNC(=O)c2ccncc2)[C@H](C(C)C)C[C@H]1CC(=O)N1CCN(C)CC1	i
Cc1ccc(/C=C(/C#N)c2nc(-c3ccc(Br)cc3)cs2)o1	52%*
CC(C)Nc1cc(-c2cccc(CN3CCOCC3)c2)ncn1	?
CC(Cc1ccccn1)N(C)C(=O)c1ccc(CSc2ncccn2)o1 (centres undefined)	?
CC(COc1ccc(C(C)C)cc1)NC(=O)c1cccs1 (centres undefined)	i
COc1cc(Br)c(CN2CCN(c3ccccc3F)CC2)cc1OC	?
CC1CCN(CCC(=O)N2CCCc3c2c(=O)oc2ccc(O)cc32)CC1	?
Cc1ccc(-c2ccc(C(=O)NCCCn3ccnc3C(C)C)cn2)cc1	i
O=C(Nc1cccc(F)c1)C12CC3CC(CC(C3)C1)C2	i
CC(=O)Nc1ncc(S(=O)(=O)N2CCC(N3CCCC3=O)CC2)s1	i

Three compounds picked at random from the list so far:
SMILES	ST2 IL33 inh
CC1=C[C@@H](CNC(=O)c2ccncc2)[C@H](C(C)C)C[C@H]1CC(=O)N1CCN(C)CC1	i
COc1cc(Br)c(CN2CCN(c3ccccc3F)CC2)cc1OC	?
CC1CCN(CCC(=O)N2CCCc3c2c(=O)oc2ccc(O)cc32)CC1	?

The results go on.
SMILES	ST2 IL33 inh
O=C(O)c1cccnc1CN1CCC[C@H]1CN1CCCC1	i
CC(=O)c1ccc(N2CCN(C(=O)CCCn3c(=O)[nH]c4ccsc4c3=O)CC2)cc1	?
Cc1cc(C)nc(NS(=O)(=O)c2ccc(NC(=O)c3ccc(-c4ccccc4)cc3)cc2)n1	i
c1cncc(-c2noc(C3CCCN(Cc4ncc[nH]4)C3)n2)c1 (centres undefined)	i
CCCCN(Cc1ccccc1)c1ncnc(N)c1[N+](=O)[O-]	i
Cc1ccn2c(Nc3ccc4c(c3)OCCO4)c(-c3ccc(C)o3)nc2c1	?
CC(=O)C1=C(O)C(=O)N(c2ccc(C(=O)O)cc2)C1c1ccc(Cl)cc1 (centres undefined)	i
CCCCN(C)Cc1ccccc1OC	i
CC(C)C(=O)Nc1c(C(=O)Nc2ccccc2F)oc2ccccc12	i
Cc1nc2c(sc3nc4c(cc32)COC(C)(C)C4)c(=O)[nH]1	i
CC(C)CN(CC(C)C)S(=O)(=O)c1ccc(C(=O)Nc2nc(-c3ccccn3)cs2)cc1	i
Oc1cccnc1N=Cc1cc(I)cc(I)c1O	i
COc1ccc(-c2[nH]nc3c2C(c2cc(Cl)c(O)c(OC)c2)C(C#N)=C(N)O3)cc1 (centres undefined)	i
O=C(CN1CCCCCC1=O)NCCNS(=O)(=O)c1ccc(Cl)cc1	i
O=C(COc1ccccc1Cl)N1CCCCCC1	i
O=C(Nc1cccc(F)c1)[C@H](CSCc1ccccc1)N1Cc2ccccc2C1=O	i
O=C(NC1CCCCCC1)c1ccccc1[N+](=O)[O-]	i
CCCn1cc(C(=O)NC2CCC(n3cnnc3)CC2)c(C)n1 (centres undefined)	i
CCOC(=O)C1=C(C)NC2=C(C(=O)c3ccccc32)C1c1ccc(OCC)c(OC)c1 (centres undefined)	i
CC(=O)c1ccc(NS(=O)(=O)c2cc(S(=O)(=O)c3ccccc3)ccc2C)cc1	i
CN(Cc1nccn1C)C(=O)c1cccc(NCc2cccs2)c1	?
CCNC(=O)O[C@@H]1CO[C@H]2[C@@H]1OC[C@@H]2NC(=S)Nc1ccccc1	?
CC(=O)Nc1ccc(-c2cn(C(C)Cn3nc(C)cc3C)nn2)cc1 (centres undefined)	i
CCOc1ccc(Cn2c(CNS(=O)(=O)c3ccc(C)cc3)nc3cccnc32)cc1	i

Laid out differently: results already given
Compound: O=C(NC1CCCCCC1)c1ccccc1[N+](=O)[O-]
  ST2 IL33 inh: i
Compound: CCCn1cc(C(=O)NC2CCC(n3cnnc3)CC2)c(C)n1 (centres undefined)
  ST2 IL33 inh: i
Compound: CCOC(=O)C1=C(C)NC2=C(C(=O)c3ccccc32)C1c1ccc(OCC)c(OC)c1 (centres undefined)
  ST2 IL33 inh: i
Compound: CC(=O)c1ccc(NS(=O)(=O)c2cc(S(=O)(=O)c3ccccc3)ccc2C)cc1
  ST2 IL33 inh: i

The list goes on.
SMILES	ST2 IL33 inh
CN1C[C@@H](NC(=O)Nc2ccc(Cl)cc2)C[C@H]1c1nc(-c2ccc(F)cc2)no1	?
C=CCN(Cc1ccc(SC)cc1)C(=O)[C@@H]1C[C@@H](O)CN1	i
C[C@@H]1O[C@@H](O[C@H]2[C@@H]3C=CO[C@@H](O[C@@H]4O[C@H](CO)[C@@H](O)[C@H](O)[C@H]4O)[C@@H]3[C@@]3(CO)O[C@@H]23)[C@H](OC(=O)/C=C/c2ccc(O)cc2)[C@H](O)[C@H]1O	i
Cc1ccccc1CN1CCc2[nH]cnc2C1c1cccs1 (centres undefined)	?
C=C(C)COc1cccc(CN2CCNC(=O)C2)c1	i
O=C1c2ccccc2C(=O)N1c1ccc(Cl)cn1	?
COc1ccc(COc2ccc3c4c(c(=O)oc3c2)CCC4)cc1	i
Cc1noc(C)c1CC(=O)N1CCCC(C(=O)Nc2cccc(-c3ccc(F)cc3)c2)C1 (centres undefined)	?
C=CCNc1ccccc1C(=O)NCc1nc(C)c2c(n1)CCCC2	?
O=CNC1CCCc2c1[nH]c1ccc(Cl)cc21 (centres undefined)	i
CCN1CCN(C(c2cccs2)C(C)NS(=O)(=O)c2ccc(Br)cc2)CC1 (centres undefined)	i
CN(Cc1ccccn1)S(=O)(=O)c1sc2c(c1C(=O)O)CCNC2	i
CCCCNC(=O)c1c(Cl)nc(Cl)c([N+](=O)[O-])c1Cl	?
NC[C@H]1O[C@@H](CO)[C@@H](O)[C@H]1N1CCN(c2ccc(F)cc2)CC1	i
O=C(O)CCCC(=O)Nc1cccc(F)c1	i
CN(C)c1ccc(/C=C2\N=C(c3ccc(Br)o3)OC2=O)cc1	?
Clc1ccc(CO/N=C2/CCCc3nonc32)c(Cl)c1	i
Cc1[nH]c2ccccc2c1SCCNC(=O)c1ccc2c(c1)OCO2	i
COc1ccc(C(=O)Nc2ccccc2F)cc1	i
O=C(c1ccco1)N1CCCN(Cc2nc(-c3cccs3)no2)CC1	i
CCC(=O)OCCNc1cc(C)c2noc3c2c1C(=O)c1ccccc1-3	33%*
O=C(NC1C2CC3CC(C2)CC1C3)c1cccc([N+](=O)[O-])c1 (centres undefined)	i
CC1(C)CC(=O)C2=C(C1)Nc1nc(SCc3ccccc3F)[nH]c(=O)c1C2c1ccncc1 (centres undefined)	?
CC1=C(C(=O)N2CCC(CCN3CCCC3=O)CC2)C(C)NC(=O)N1 (centres undefined)	i
Cc1nnc(-c2ccccc2-c2cc(N)nc3[nH]ccc23)o1	i
CCCCC1C=CCN1C(=O)Cc1ccccn1 (centres undefined)	?
O=C(O)CCCCc1cc2c(s1)CCCC(=O)N2	i
COc1cccc(CNC(=O)c2ccc(Nc3cc(-c4ccccc4)ncn3)cc2)c1	i
Nc1ccc(C(=O)Nc2ccccc2)c(N)c1	i
COc1ccccc1CC(=O)N1CCC(C(N)=O)CC1	i
O=C(Nc1ccccc1O)c1ncn[nH]1	i
O=C(C[C@@H]1O[C@H](CNCc2ccc(F)cc2)[C@@H](O)[C@H]1O)NCc1ccc(F)cc1	?
CCn1c(/C=C/c2ccc(F)cc2)nc2ccccc2c1=O	i
O=C(Cn1cnc2ccccc21)N1CCCC(Nc2ccc3c(c2)OCCO3)C1 (centres undefined)	i
C/C(=C\COc1ccc2ccc(=O)oc2c1)C/C=C/C(C)(C)O	i
CC(C)(C)n1nc2c(c1NC(=O)Cc1ccccc1)CSC2	i
O=C(Nc1ccc(S(=O)(=O)Nc2nccs2)cc1)c1ccccc1	i
O=C(Nc1ccc([N+](=O)[O-])cc1)c1cccc(S(=O)(=O)N(CCO)CCO)c1	i
Cc1nc(N2CCOCC2)c2c(C)c(C(=O)N3CCN(Cc4ccccc4)CC3)sc2n1	i
O=C(C1c2ccccc2Oc2ccccc21)N1CCN=C1SCc1ccccc1	i
COc1ccccc1C1CC(=O)N2CN(c3ccc(C)c(Cl)c3)CSC2=C1C#N (centres undefined)	i
O=C(NCC1CCCC(CNC(=O)c2ccccc2F)C1)c1ccccc1F (centres undefined)	i
CC1CN(Cc2cccc([N+](=O)[O-])c2)CC(C)O1 (centres undefined)	?
Brc1c(Br)c(Br)c2[nH]cnc2c1Br	i
Cc1ccc(Cn2c(CNS(=O)(=O)c3ccc([N+](=O)[O-])cc3)nc3cccnc32)cc1	i
Cc1cc2ccccc2n1CCC(=O)NCc1snnc1C(C)C	i
Cc1ccc(C2N(c3ccc(Cl)c(Cl)c3)C(=O)C3CCCN32)o1 (centres undefined)	i
O=C(Nc1cccc(-c2ccco2)c1)C1CCN(Cc2cccn2-c2ccccn2)CC1	32%*
Cc1ccc(C(=O)Nc2c3c(nn2C(C)(C)C)CSC3)cc1C	i
CCOC(=O)N1CCC(n2ccnc2-c2c(C)ccc3ncccc23)CC1	i
COc1nc(N(C)C)nc(N(C)C)n1	i
COC(=O)c1nnn(CC(=O)N(c2ccccc2)c2ccccc2)c1C(=O)OC	i
Cn1c(-c2ccc(-c3nccn3CCn3cccn3)o2)nc2ccccc21	?
O=C(CCC1CCN(C(=O)NC2CCS(=O)(=O)C2)CC1)NCc1ccc(F)cc1 (centres undefined)	i
c1ccc(CC(NCc2c[nH]c3ccccc23)c2ccccc2)cc1 (centres undefined)	?
OCc1cc(-c2ccc3ccccc3n2)ccc1F	i
Cc1cccc(CSc2nc3c(c(=O)n2-c2ccccc2)SCC3)c1	?
COc1cc(C(=O)NC(C)C(c2cccs2)N2CCOCC2)cc(OC)c1OC (centres undefined)	i
COc1cc(CN2CCC3(C=Cc4ccccc43)CC2)c([N+](=O)[O-])cc1OC	?
CCOc1ccc(-n2c(SCc3ccccc3F)nc3c(c2=O)SCC3)cc1	i

Further structures follow.
SMILES	ST2 IL33 inh
N#Cc1c2c(c(Nc3ccncc3)n3c1nc1ccccc13)CCC2	?
Cc1cccc(Oc2coc3cc(OCC(=O)OC(C)C)ccc3c2=O)c1	i
Cc1c(O)cccc1C(=O)NCc1cccnc1N(C)C1CCCCC1	i
CN(C)CCNC(=O)c1ccc2c(c1)N(Cc1ccc(F)cc1Cl)C(=O)CS2	i
O=S(=O)(Nc1ccccc1Br)c1cccnc1	i
Cc1cccc(CN2CCN(Cc3cn(C)nc3-c3ccccc3)CC2CCO)n1 (centres undefined)	i
CCOC(=O)C1C(=O)C=C(c2ccc(C)cc2)CC1c1ccc(OC)c(OC)c1 (centres undefined)	i
COc1nnc(-c2ccc(C)c(S(=O)(=O)NCCO)c2)c2ccccc12	i
Nc1cccc(-c2cccc(C(=O)O)c2)n1	i
COCCNC(=O)c1c[nH]c2ccc(S(=O)(=O)Nc3ccc(C)cc3C)cc2c1=O	i
COc1ccc(OC)c(S(=O)(=O)N[C@H]2CO[C@H]3[C@@H]2OC[C@H]3OC(=O)Nc2cccc(C(C)=O)c2)c1	i
COc1cccc(CN2C(=O)CCC2(C)C(=O)NC2CCCCCC2)c1 (centres undefined)	?
Cn1nc([N+](=O)[O-])c(I)c1I	?
O=C(Cc1ccccc1)NC1CC(=O)N(c2cccc(F)c2)C1 (centres undefined)	i
COCCn1c(-c2ccccn2)nc2cc(NC(C)=O)cc(C(=O)NC[C@H]3CC4C=CC3C43CC3)c21 (some centres undefined)	i
Cc1ccc(Oc2ncccc2CNC(=O)Cn2nc(C)c(C)c2C)cn1	i
CCOC(=O)c1c(NC(=O)C(C)Sc2cn(C)c3ccccc23)sc2c1CCCC2 (centres undefined)	i
O=C(COc1ccccc1)Nc1cccc(Cl)c1	i
CCc1nc(SCC(=O)Nc2nc3c(s2)CCCC3)n[nH]1	i
O=C(Nc1ccc(O)cc1)c1ccc(C(=O)c2ccccc2)o1	i
COc1ccc(-c2cc(N3CCN(S(=O)(=O)c4cc(Cl)ccc4OC)CC3)ncn2)cc1	i

Only part of the results is shown (hit frequency here may not be typical).
